# Assay outcomes (PubChem BioAssay)
# D3 antag: D3 dopamine receptor (human) antagonism; D3R cells, DiscoveRx beta-arrestin luminescence, antagonist mode; active compounds read low; max response, negative = inhibition, %; 2.5% of 360,000 active; in the data active means max response below about -50%; inconclusive means no clear call, values can overlap the other calls; further: on the % scale 0 is the no-effect control and ±100 the full control effect; mostly tested at two doses, the higher about 12 µM
# Target sequence (P35462 whole entry, looked up): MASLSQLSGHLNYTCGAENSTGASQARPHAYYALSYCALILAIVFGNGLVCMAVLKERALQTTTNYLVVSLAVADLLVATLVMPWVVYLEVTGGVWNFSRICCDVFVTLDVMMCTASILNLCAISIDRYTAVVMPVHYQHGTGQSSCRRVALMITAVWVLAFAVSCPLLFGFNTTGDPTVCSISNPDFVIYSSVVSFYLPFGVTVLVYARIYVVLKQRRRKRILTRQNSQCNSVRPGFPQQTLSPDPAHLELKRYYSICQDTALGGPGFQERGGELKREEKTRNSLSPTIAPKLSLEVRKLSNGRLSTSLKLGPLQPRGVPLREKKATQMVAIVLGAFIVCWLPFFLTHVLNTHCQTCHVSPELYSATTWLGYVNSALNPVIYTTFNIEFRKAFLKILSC
#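 Cells plated overnight at 1500 cells/well, then exposed to library compounds with dopamine controls for 90 minutes at 37 degrees C. DiscoveRx reagent added for 30–60 minutes at room temperature; luminescence read, quantitative HTS format.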
# KB-3-1 tox: kills parental KB-3-1 adenocarcinoma cells | AID 1347075 | Potency, µM (titrated, usually from 46.1 µM), without a hit: at the highest dose activity change, negative = cytotoxic, most hits filed as cytotoxic | 1.4% of 400,000 active | KB-3-1 viability, CellTiter-Glo ATP luminescence, 72 h; further: potency means the concentration at half of the fitted maximal effect; on the % scale 0 is the no-effect control and ±100 the full control effect; nearly all actives have a fitted effect of over 60% in size
#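 Parental KB-3-1 viability, qHTS format: 72 h compound exposure, 37 °C; CellTiter-Glo; media-only wells and DMSO plates as controls; concentration-effect fits on corrected data.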
# IL-1B inflam inh: blocks inflammasome-driven IL-1 beta release | AID 743279 | activity change, % at 57.5 µM | 4.7% of 360,000 active | THP-1 LPS/ATP IL-1B secretion, AlphaLISA, 16 h; active compounds read low; in the data active means activity change below about -50%; inconclusive means mostly about -30% to -49%; further: on the % scale 0 is the no-effect control and ±100 the full control effect
#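 Secreted IL-1B measured by AlphaLISA bead assay after 16 h compound exposure of THP-1 cells; compounds (final up to 57.5 uM) added 1 h before LPS (250 ng/mL) and ATP (1.25 mM) stimulation; lower signal means less secretion.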
# HT1080 IDH1KD tx: HT-1080 IDH1 knockdown cell toxicity (counter line); HT-1080 IDH1 knockdown viability, ATP luminescence, 48 h; Potency, µM (series often up to 46.1 µM), for inactives: at the highest dose activity, negative = toxicity, actives largely listed as cytotoxic; 2% of 360,000 active; AID 686971;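 further: potency means the concentration at half of the fitted maximal effect; 0% = DMSO wells and -100% = cell-free medium wells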
#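 Luminescent ATP read-out (CellTiter-Glo, 10 min at room temperature) after 48 h compound exposure at 37 °C gave viability of IDH1-knockdown HT-1080 cells. Activity was normalised to DMSO and cell-free wells, then fitted as concentration-response curves.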
# DRD3 agonist: activates the human D3 dopamine receptor; D3R DiscoveRx beta-arrestin cells, luminescence, 90 min; max activation, %; 0.58% of 410,000 active; AID 652048; in the data active means max activation above about 30%; further: 0% is about no effect; mostly tested at two doses, the higher about 12 µM
#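 Cells at 1500/well, incubated overnight, then treated with pinned compounds (dopamine as control) for 90 min at 37 degrees C. DiscoveRx reagent added for 30 - 60 minutes at room temperature; luminescence read.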
# SW480 rerep: DNA re-replication induction in SW480 cells; SW480 DNA re-replication, Hoechst DNA content imaging, 48 h; Potency, µM (highest dose often 46.1 µM), without a hit: top-dose re-replication activation, hits mostly activators; 1.8% of 340,000 active; further: potency means the concentration at half of the fitted maximal effect; % of control where 0% means no effect; nearly all actives have a fitted effect of over 55% in size
#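 250 cells/well; 23 nL cpd via pin tool; 48 hr, 37 C, 5% CO2; Hoechst 40 min; imager read of total nuclear intensity, ex 405/em 500-530 nm.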
# KB-V1 MDR tox: KB-V1 MDR subline cytotoxicity | 3.4% of 400,000 active | AID 1347076 | KB-V1 MDR cells viability, CellTiter-Glo, 72 h | Potency, µM (top dose mostly 46.1 µM), inactives show top-dose activity change, negative = cytotoxicity, most hits filed as cytotoxic; further: potency means the concentration at half of the fitted maximal effect; on the % scale 0 is the no-effect control and ±100 the full control effect; nearly all actives have a fitted effect of over 60% in size
#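 Luminescent ATP read-out (CellTiter-Glo, 10 min) measures survival of drug-selected KB-V1 MDR cells after 72 h, 37 degrees C compound exposure. Medium: phenol-red-free DMEM, 10% FBS. Values from fitted concentration-response curves.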
# HT1080-NT tox: kills 2HG-producing HT-1080-NT fibrosarcoma cells | HT-1080-NT fibrosarcoma viability, CellTiter-Glo ATP luminescence, 48 h | Potency, µM (top dose mostly 46.1 µM), for the others: at the top dose activity, negative = less viability, usual class: cytotoxic | 1.6% of 360,000 active | AID 686970;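 further: NT is the 2HG producing partner of a matched IDH1 knockdown line; potency means the concentration at half of the fitted maximal effect; 0% = DMSO-treated cells and -100% = media-only wells without cells; nearly all actives have a fitted effect of over 55% in size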
#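 Luminescent CellTiter-Glo readout after 48 hours of compound exposure at 37 degrees C defined viability of HT-1080-NT cells. Activity was normalized to DMSO wells and cell-free media wells; concentration-response curves were fitted and assigned curve classes.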
# GLP-1R agonist: GLP-1 receptor (human) agonism | P43220 | HEK293 GLP-1R CRE-luciferase, luminescence, 4-6 h; cells express a hypersensitive GLP-1R form | Potency, µM (series often up to 45.6 µM), for the others: at the top dose activation, usual class: activators | 0.007% of 380,000 active; further: potency means the concentration at half of the fitted maximal effect; % of control where 0% means no effect
# Target sequence (P43220 whole entry, looked up): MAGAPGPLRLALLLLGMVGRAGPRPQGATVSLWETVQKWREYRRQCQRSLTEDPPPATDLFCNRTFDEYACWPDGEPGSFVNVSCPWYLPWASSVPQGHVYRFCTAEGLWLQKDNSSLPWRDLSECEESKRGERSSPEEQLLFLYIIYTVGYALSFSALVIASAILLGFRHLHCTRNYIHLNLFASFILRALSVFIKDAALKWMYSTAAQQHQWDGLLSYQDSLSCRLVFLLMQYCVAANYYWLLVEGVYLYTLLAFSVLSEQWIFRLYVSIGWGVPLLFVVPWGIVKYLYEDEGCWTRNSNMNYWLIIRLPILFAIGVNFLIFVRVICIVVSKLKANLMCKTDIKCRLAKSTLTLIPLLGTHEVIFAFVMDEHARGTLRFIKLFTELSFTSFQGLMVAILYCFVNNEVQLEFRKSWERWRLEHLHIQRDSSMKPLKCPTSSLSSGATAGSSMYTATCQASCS
# * hit, by the source's call; ? = inconclusive; . = not tested or not shown; [ ] = dose if it differs, or a comment. Unless noted, the call rests on the fitted dose curve; in most records, active means well fitted curve in the direction sought with a large enough effect; inconclusive means small, poorly fitted or top-dose-only effect, or another doubt; inactive means no such curve, though single readings can be large; an effect the other way counts as inactive or inconclusive. This is a random part of the collection, and some 12% of all compounds hit somewhere here.
SMILES,D3 antag,KB-3-1 tox,IL-1B inflam inh,HT1080 IDH1KD tx,DRD3 agonist,SW480 rerep,KB-V1 MDR tox,HT1080-NT tox,GLP-1R agonist
CCOc1cc(/C=C2/NC(=O)N(CC(=O)OC)C2=O)ccc1OC,-27,10%,-3,-1%,-7,0%,-20%,1%,1%
S=C(NCc1ccccc1)Nc1ccc2ccccc2c1,3,8%,-76*,0%,6,1%,13%,0%,25%
CCn1c(/C=C/N(C(C)=O)c2ccccc2)[n+](CC)c2ccc(Cl)cc21,18,-14%,13,5%,-4,-6%,-2%,10%,-20%
CCN(CC)S(=O)(=O)c1cc(C(=O)N(C)CC(=O)Nc2ccc(Cl)cc2)ccc1Cl,?,-12%,-17,-6%,-29,3%,0%,-2%,-2%
CCN=C1Sc2nc3ccc(OCC)cc3cc2CN1CCOC,-14,-7%,-11,-16%,-2,?,?,-2%,16%
C[C@H](CO)N1C[C@H](C)[C@@H](CN(C)C(=O)Nc2ccc(C(F)(F)F)cc2)Oc2c(cccc2N(C)C)C1=O,-130*,1%,12,0%,-75,1%,-2%,0%,-4%
CCOC(=O)C1=C(CNC2CCCCC2)NC(=O)NC1c1cc(C)ccc1C (configuration not stated),0,-17%,-19,7%,2,1%,-1%,10%,9%
CCCN1C2CCCC1CC(NC(=O)c1ccccc1)C2 (configuration not stated),0,-5%,-26,0%,-7,-6%,1%,-1%,-2%
O=C1NC[C@H](CCCCN2C[C@H](Cc3ccccc3)N(CC3CCCCC3)C(=O)C2=O)N(CCC2CCCCC2)C1=O,-16,?,-8,3%,2,.,?,15%,3%
CC1CCN(CCC(=O)Nc2ccccc2)CC1,-1,3%,41,2%,-27,-9%,8%,0%,9%
Cc1ccc(S(=O)(=O)N2CCN(CC(=O)N(CC(C)C)c3c(N)n(CC(C)C)c(=O)[nH]c3=O)CC2)c(C)c1,3,14%,2,8%,3,-6%,-16%,14%,-2%
COc1cc2ccccc2cc1C(=O)NC(=S)Nc1cccc(C(=O)O)c1C,5,9%,13,1%,7,14%,10%,21%,13%
CC(=O)N1CCCc2cc(S(=O)(=O)Nc3ccc(C)cc3C)ccc21,56,4%,-10,2%,-7,0%,-13%,1%,16%
COc1ccc(CCNC(=O)CNCCc2ccc(F)cc2)cc1,-4,2%,-13,6%,-10,-3%,-12%,-4%,4%
CN(C)c1ccc(/C=C2\SC(=O)N(CCc3nnc(N)s3)C2=O)cc1,18,10%,24,-29%,11,-10%,-11%,-29%,-6%
C[C@H]1CN=C(N(C)C)N1CC1CCC(C(C)(C)C)CC1 (some centres not stated),52,?,-8,?,0,-6%[9.22 µM],6%,?,7%
N#Cc1cnn2c3c(cnc12)C(=O)N1CCc2ccccc2C1C3 (configuration not stated),-3,0%,?,-9%,1,18%,-19%,14%,3%
COC(=O)c1cccc(N(C(=O)c2cnccn2)C(C(=O)NCc2ccccc2)c2ccco2)c1 (configuration not stated),4,-3%,0,4%[9.24 µM],1,-2%,-12%,0%,-1%
O=C(O)C1CC=CCC1C(=O)NNc1c(Cl)cc(Cl)cc1Cl (configuration not stated),-2,5%,1,0%,4,0%,7%,10%,-2%
Cc1ccc(-n2c(SCC(=O)N/N=C/C=C/c3ccccc3[N+](=O)[O-])nc3ccccc3c2=O)cc1,7,9%,?,15%,2,2%,-12%,4%,-6%
COCc1cc(=O)[nH]c(SC)n1,-17,25%,0,9%,-8,-5%,0%,27%,-9%
CCOc1ccc(CCNC(=O)c2cc(-c3ccccc3)c(N3CCOCC3)s2)cc1,0,6%,-18,3%,2,-1%,23%,-14%,0%
COc1cc(NC(=O)CSc2nc3ccccc3n2-c2ccccc2)c(C)cc1[N+](=O)[O-],5,-12%,3,-5%,-3,-5%,8.2µM*,0%,-25%
CCOc1ccc(CCNC(=O)COC(=O)c2sccc2C)cc1OCC,5,37%,-1,4%,12,-7%,?,3%,1%
CCOC(=O)c1cn[nH]c1N,-16,-7%,11,-3%,-8,-1%[9.22 µM],5%,-7%,2%
O=C(Cn1c(=O)c2cccn2c2ccccc21)NCCc1ccc(Cl)cc1,-12,0%,19,26%,-14,-45%[inhibitor],-9%,17%,-4%
CC(=O)C1=C(O)C(=O)N(Cc2ccccc2)C1c1ccc(Cl)cc1 (configuration not stated),5,-6%,46,-7%,6,-1%,-37%,-1%,16%
COc1ccccc1C(=O)Nc1ccncc1,42,0%,?,17%,5,1%,-15%,16%,-6%
COCCN=c1scc(-c2cccs2)n1/N=C(\C)c1ccco1,0,3%,?,-6%,2,-284%[1.84 µM],6%,-9%,-3%
CCN(CC)S(=O)(=O)c1cc(OC)c(Cl)cc1Cl,-13,-1%,0,-4%,-14,-7%,-3%,-4%,31%

# In another format: results already given.
canonical_smiles	D3 antag	KB-3-1 tox	IL-1B inflam inh	HT1080 IDH1KD tx	DRD3 agonist	SW480 rerep	KB-V1 MDR tox	HT1080-NT tox	GLP-1R agonist
N#Cc1cnn2c3c(cnc12)C(=O)N1CCc2ccccc2C1C3 (configuration not stated)	-3	0%	?	-9%	1	18%	-19%	14%	3%
COC(=O)c1cccc(N(C(=O)c2cnccn2)C(C(=O)NCc2ccccc2)c2ccco2)c1 (configuration not stated)	4	-3%	0	4%[9.24 µM]	1	-2%	-12%	0%	-1%

# (more compounds)
SMILES,D3 antag,KB-3-1 tox,IL-1B inflam inh,HT1080 IDH1KD tx,DRD3 agonist,SW480 rerep,KB-V1 MDR tox,HT1080-NT tox,GLP-1R agonist
COc1cc(NC(=O)Cc2ccccc2)ccc1NC(=O)Cc1ccccc1,-6,-5%,11,-4%,-14,-39%[inhibitor],10%,-7%,2%
COc1ccc(-c2[nH]ncc2CN(C)CCc2c(C)n[nH]c2C)c(F)c1,-5,?,-10,10%,-9,-2%,5%,2%,13%
CCN(CC(=O)Nc1ccccc1C(F)(F)F)C(=O)CN1C(=O)NC2(CCCC2)C1=O,-9,2%,21,-1%,-3,-38%[inhibitor],0%,-6%,7%
CN(CC(=O)Nc1c(Cl)cccc1Cl)C(=O)CNC(=O)c1ccco1,-21,9%,-1,-1%,-1,-6%,9%,-2%,1%
CCOC(=O)N1CCN(C(=O)c2cc3cc(Br)ccc3oc2=O)CC1,-3,-4%,5,-4%,-8,0%,0%,-11%,-3%
Cc1c(C(=O)O)cccc1-c1ccc(C=O)o1,3,-3%,0,9%,3,.,6%,-2%,-7%
CCOC(=O)c1c(C)[nH]c(C)c1S(=O)(=O)N(C)Cc1ccco1,22,-5%,0,-1%,5,-19%,17%,-3%,15%
C[C@@H]1C[C@@H]2OC(=O)[C@]3(C)[C@H]2[C@@H](OC3(C)O)[C@]2(C)C(=O)C=C[C@H]12 (some centres not stated),-53*,?,-90*,1%,-21,?,6%,-14%,-2%
CCc1ccc(N2CC(C(=O)NC3CCCCC3C)CC2=O)cc1 (configuration not stated),-6,-2%,-5,22%,11,-4%,-22%,22%,-2%
COc1ccc(NS(=O)(=O)c2cccc(C(=O)NNC(=O)c3ccc(Br)o3)c2)cc1,11,-16%,-13,-17%,3,-41%[inhibitor],20%,-8%,0%
N#Cc1c(F)cccc1N1CCOCC1,?,-18%,15,19%,1,-5%,?,13%,2%
NS(=O)(=O)c1ccc(CCNC(=O)CN2CCCCCC2)cc1,5,-2%,-3,5%,2,-8%,25%,7%,-12%
COC(=O)CCCNC(=O)c1ccc(OS(=O)(=O)c2cc([N+](=O)[O-])ccc2C)cc1,-12,11%,9,-1%,-6,-75%,-14%,-4%,12%
CC1(C)NC(=S)NC1=S,-10,5%,-13,19%,-4,-5%,22%,9%,-4%
Cc1ccc(NC(=O)C2CCN(c3cc(C)nc4c(-c5ccc(Cl)cc5)c(C)nn34)CC2)c(C)c1,.,0%,.,.,7,.,-5%,.,0%
C/C(N)=C(/C#N)C(=O)CSc1nnc(Nc2ccccc2)s1,1,-6%,-8,-10%,6,-1%,-1%,-2%,18%
O=S(=O)(c1ccc(C2CCCCC2)cc1)N1CCN(c2ncccn2)CC1,3,-1%,10,0%,2,-1%,0%,-4%,-2%
Cc1ccccc1S(=O)(=O)Cc1ccc(C(=O)NC2CCCC2)o1,12,0%,-15,3%,0,-9%,-4%,4%,-2%
COC(=O)c1nc(NC(=O)c2ccc(Br)cc2)n[nH]1,-8,1%,41,1%,5,-3%,15%,-3%,0%
CC1CCC2C(=O)N(c3ccc(NC4CCN(Cc5ccccc5)CC4)c([N+](=O)[O-])c3)C(=O)C2C1 (configuration not stated),-50*,-6%,-13,-1%,-22,4%,?,27%,-1%
Cn1nnnc1SCC(=O)c1c(N)n(C2CC2)c(=O)[nH]c1=O,-13,-7%,0,0%,-6,-26%,2%,-2%,-6%
CC(C)(C)c1ccc(CC(=O)N2CCC2(C)C(=O)NCCC#N)cc1 (configuration not stated),20,8%,28,-1%,4,.,-13%,-2%,-6%
COc1ccc(SCC(O)Cn2c3ccccc3c3ccccc32)c(OC)c1 (configuration not stated),34,-21%,-12,?,1,.,?,?,13%
COCCCNC(=O)Cn1nnc(-c2ccc(NC(=O)c3ccc(F)cc3)cc2)n1,-6,16%,25,-1%[9.24 µM],-5,19%,-4%,0%,2%
COc1ccccc1NS(=O)(=O)c1cc(NC(=O)c2sccc2C)ccc1N1CCOCC1,-21,-15%,-16,-28%,-6,11%,8%,-22%,0%
CC(C(=O)c1ccc(-c2ccccc2)cc1)[n+]1cccc(Br)c1 (configuration not stated),4,-6%,-4,2%,-9,-5%,0%,0%,1%
COC(=O)c1ccc(CSc2nc3ccccc3c(=O)n2-c2ccccc2)o1,31,-11%,6,0%,7,0%,?,-13%,?
COCCn1c(=NC(=O)CSCC(=O)N2CCOCC2)sc2cc(C)ccc21,11,15%,-2,0%,1,-3%,?,-2%,1%
COc1ccc(OCCN2CCN(S(=O)(=O)c3ccccc3C#N)CC2)cc1,10,?,-3,-20%,2,4%,?,?,-3%
